Source: PubChem
APP 5'UTR act: activators of APP 5'UTR luciferase reporter, primary screen, SH-SY5Y cells; SH-SY5Y APP 5'UTR luciferase reporter, luminescence; zero percent = DMSO vehicle wells; activation, % at 2 µM; 190,000 compounds, 1% hits; AID 1276, 2008;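 active = activation above a set limit, based on mean plus 3 SD of controls, cut at about 140% in these data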; note: values of inactives mirror those of a sister screen read the other way
PMI act satM6P: human PMI activators, high substrate, primary screen, biochemical, fluorescence intensity, near-saturating mannose 6-phosphate; Mannose-6-phosphate isomerase (Homo sapiens), P34949; coupled PMI enzyme assay, resazurin fluorescence, 20 min; stronger effect = higher value; 1 = untreated enzyme, 0 = substrate-free blank; activation factor at 20 µM; 190,000 compounds, 0.34% hits; AID 1216, 2008;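 active = activation factor of 2 or more at 20 µM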
Target sequence (P34949 whole entry, looked up): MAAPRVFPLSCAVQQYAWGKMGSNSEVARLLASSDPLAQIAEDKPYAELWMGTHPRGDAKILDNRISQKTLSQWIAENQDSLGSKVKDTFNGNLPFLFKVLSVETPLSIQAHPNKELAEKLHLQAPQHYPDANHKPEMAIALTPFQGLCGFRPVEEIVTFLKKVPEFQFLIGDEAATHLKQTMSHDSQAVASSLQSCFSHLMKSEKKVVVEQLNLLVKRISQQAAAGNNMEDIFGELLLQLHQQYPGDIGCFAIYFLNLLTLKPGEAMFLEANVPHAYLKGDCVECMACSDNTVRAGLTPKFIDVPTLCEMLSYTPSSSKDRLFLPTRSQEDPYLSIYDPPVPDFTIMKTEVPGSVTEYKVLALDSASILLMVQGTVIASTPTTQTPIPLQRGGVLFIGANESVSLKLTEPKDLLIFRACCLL
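Test system: human phosphomannose isomerase with PGI, G6PDH, diaphorase coupling enzymes; amount: 15 ng/mL PMI; incubation: enzyme reaction with compound 20 min at room temperature; technique: resorufin fluorescence (Ex 544/Em 590 nm) from resazurin via diaphorase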
TNAP inh no acc: human TNAP enzyme inhibitors, primary screen, biochemical, luminescent, no phosphate acceptor, uHTS | purified TNAP, CDP-star luminescence, 30 min | inhibition, % at 20 µM | 200,000 compounds, 0.26% hits;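 active = tissue-nonspecific alkaline phosphatase inhibition above about 50% at 20 µM in the single-dose screen, limit read from the data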;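 note: 0% = DMSO negative control and 100% = EDTA positive control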
Target sequence (P05186 whole entry, looked up): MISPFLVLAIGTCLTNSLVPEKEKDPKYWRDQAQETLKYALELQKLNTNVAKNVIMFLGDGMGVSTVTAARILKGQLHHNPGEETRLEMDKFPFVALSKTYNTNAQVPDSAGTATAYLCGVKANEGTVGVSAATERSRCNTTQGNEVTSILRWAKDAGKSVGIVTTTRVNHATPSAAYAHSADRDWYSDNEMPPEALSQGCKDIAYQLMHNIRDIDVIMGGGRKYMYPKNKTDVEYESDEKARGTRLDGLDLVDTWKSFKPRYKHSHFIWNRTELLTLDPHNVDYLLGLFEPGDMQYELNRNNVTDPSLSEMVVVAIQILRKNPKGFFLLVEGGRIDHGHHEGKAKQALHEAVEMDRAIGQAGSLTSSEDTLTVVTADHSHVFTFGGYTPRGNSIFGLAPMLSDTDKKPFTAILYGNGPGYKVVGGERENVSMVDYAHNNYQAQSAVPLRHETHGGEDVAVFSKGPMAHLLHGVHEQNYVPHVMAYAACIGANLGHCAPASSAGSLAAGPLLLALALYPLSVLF
TNAP act hiacc: TNAP activators at high phosphate acceptor level, primary screen, biochemical, luminescence, uHTS | Alkaline phosphatase, tissue-nonspecific isozyme (Homo sapiens), P05186 | purified TNAP, CDP-star luminescence, 1 M DEA, 30 min; stronger effect = higher value; 0 = EDTA background, 1 = DMSO-only activity | activation factor at 20 µM | 200,000 tested, under 10 active | AID 1136, 2008;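 active = activation factor at least 2 at 20 µM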
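system = human TNAP | amount = enzyme diluted 1/800 final | reagent = 100 µM CDP-star substrate | signal = luminescent substrate turnover signal | dosing = one dose, 20 µM | benchmarks = EDTA negative control, DMSO positive control | measure = activation factor | timing = 30 min reaction, room temperature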
PMI act: activators of human PMI, primary screen, biochemical, fluorescence intensity, near-Km mannose 6-phosphate; 190,000 compounds, 0.005% hits; activation factor at 20 µM; AID 1214, 2008; purified human PMI, coupled resazurin fluorescence, 20 min; stronger effect = higher value; 1 = vehicle control, 0 substrate-free wells;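 active = activation factor of 2 or more at 20 µM, relative to plate controls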
TNAP inh hiacc: human TNAP enzyme inhibitors, primary screen, biochemical, luminescent, high phosphate acceptor level, uHTS; purified TNAP, CDP-star luminescence, 1 M DEA; inhibition, % at 20 µM; 200,000 compounds, 0.03% hits;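 active = over 50% inhibition of tissue-nonspecific alkaline phosphatase at 20 µM in the single-dose screen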;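 note: plate controls were DMSO wells for no effect and EDTA-quenched wells as full inhibition for full effect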
FLuc stim CS: FLuc activators, initial screening, artefact control for FLuc-dependent activation tests, biochemical, ATPlite luminescence; ATPlite luciferase biochemical, 10 min; 0 = ATP-free wells, 1 = DMSO control; activation factor at 10 µM; 200,000 tested, under 10 active; AID 1027, 2008;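 active = luciferase activation factor, scaled between plate controls, of at least 2 with compound at 10 µM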
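System: luciferase plus luciferin reagent, cell-free; medium: PBS as buffer for the ATP substrate; dosing: test compounds dosed from 2 mM stocks in 100% DMSO; timing: 10 min post-reagent at room temperature; measured by: luminescence measurement of luciferase light output; evaluation: luciferase activation, seen as luminescence increase over controls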
bIAP act: bovine intestinal alkaline phosphatase activators, primary screen, biochemical, bovine IAP, CDP-star luminescence; alkaline phosphatase, intestinal [Bos taurus]; activation factor at 20 µM; AID 1016, 2008; purified bovine IAP, 30 min; stronger effect = higher value; fold of DMSO-control signal, blank-subtracted; 200,000 compounds, 0.17% hits;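 active = activation factor of 2 or more at 20 µM, a signal rise over negative controls twice the positive control's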
FLuc inh counter: firefly luciferase enzyme inhibitors, primary screen, artefact control for luciferase-based inhibitor screens, biochemical, luminescence, ATPLite. 10 min. 200,000 compounds, 1.5% hits. inhibition, % at 10 µM. AID 1006, 2008. Luciferin 4-monooxygenase (Photinus pyralis), P08659;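 active = inhibition above about 50% when tested at 10 µM, limit read from the data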
NF-kB neuron act: activators of NF-kB expression in neurons, primary screen, cell-based, HTS | human neuronal cells, NF-kB reporter expression; stronger effect = higher value | fold change at 12.5 µM | 190,000 compounds, 1.6% hits; in the data active = fold change above about 3.3
* = called active by the depositor; . = no result given.

[1] CC1CN(C(=O)CN2C(=O)NC(C)(c3ccccc3)C2=O)CC(C)O1 (configuration not stated)
[2] Cc1ccc(-c2nnn(CC(=O)NCC3CC3)n2)o1
[3] CC(C)CCNC(=O)C(c1ccncc1)N(Cc1cccs1)C(=O)Cn1nnc(-c2ccc(F)cc2)n1 (configuration not stated)
[4] Fc1ccc(Sc2cc(Cl)c(-c3ccccc3)nn2)cc1
[5] CCCCOc1ccc(C(=O)NNC(=S)NC(=O)CC)cc1
[6] Oc1cc(-c2ccccc2)c2ccccc2c1

Screen / compound no.,1,2,3,4,5,6
APP 5'UTR act,-7,19,-3,3,-56,19
PMI act satM6P,1,1,0.8,0.9,1.2,0.1
TNAP inh no acc,-7,-6,-12,-4,-132,-2
TNAP act hiacc,1.1,1.1,1,1,1,1.1
PMI act,1,0.6,0.8,0.9,1.1,0.2
TNAP inh hiacc,-5,-6,-3,-3,0,-6
FLuc stim CS,1.1,1.1,1.1,1.1,1,1.1
bIAP act,0.9,1,0.9,1,0.9,0.9
FLuc inh counter,-9,-5,-7,-5,-4,-10
NF-kB neuron act,1,1.2,0.54,1,1.9,0.86

[7] Cc1cc(C(=O)CSc2nc3ccccc3n2C)c(C)n1C
[8] COc1ccc(C(=O)NC2CCCCC2)cc1S(=O)(=O)N1CCCC1
[9] N#Cc1ccc(NC(=O)COC(=O)C2=COCCO2)cc1
[10] Cc1nn(-c2ccccc2)nc1CNC(=O)C(C)Cc1ccccc1 (configuration not stated)
[11] O=C(NCC(c1ccco1)N1CCN(c2ccccc2F)CC1)OCc1ccccc1 (configuration not stated)
[12] OCC1(Cc2cccc(C(F)(F)F)c2)CCN(Cc2cc3ccccc3o2)CC1

Screen / compound no.,7,8,9,10,11,12
APP 5'UTR act,-24,7,9,3,13,14
PMI act satM6P,1,1,0.9,1,0.8,0.9
TNAP inh no acc,-12,1,-6,-4,-4,1
TNAP act hiacc,1,1.1,1,1,1,1
PMI act,1,1.1,1,1.1,0.8,0.9
TNAP inh hiacc,-2,-9,-3,-3,-1,-2
FLuc stim CS,1,1.1,1,1,1,1.1
bIAP act,0.9,1,1,0.9,0.9,0.9
FLuc inh counter,1,-9,3,-3,-1,-6
NF-kB neuron act,0.85,0.91,1.3,1,1.2,1.3

Along the list, as entered above.
APP 5'UTR act, entries 6 to 11, in order: 19, -24, 7, 9, 3, 13

(list continues)
[13] COCC(O)CSc1nc(C)[nH]c1[N+](=O)[O-] (configuration not stated)
[14] Cc1ccc(C(=O)CN2/C(=C(\O)c3ccccc3)C(=O)c3ccccc3S2(=O)=O)c(C)c1
[15] COc1ccc(NC(=O)N2CCN(c3ccc([N+](=O)[O-])cc3)CC2)cc1OC
[16] CC1=CC(C2CC(=O)N(c3ccc(C)cc3)C2=O)CC2C(=O)N(c3ccc(C)cc3)C(=O)C12 (configuration not stated)
[17] COc1cc(/C=C2\SC(=O)NC2=O)ccc1Oc1ccc([N+](=O)[O-])cc1[N+](=O)[O-]
[18] CC(=O)Nc1ccccc1-c1nc2ccc(C(=O)N3CCN(c4cc(C)ccc4C)CC3)cc2[nH]c1=O

Screen / compound no.,13,14,15,16,17,18
APP 5'UTR act,14,5,4,-9,-15,14
PMI act satM6P,1,1,0.6,1,0.9,0.8
TNAP inh no acc,-10,-6,-1,1,-23,0
TNAP act hiacc,1,1,0.9,1.1,1,1
PMI act,1,0.9,0.9,0.9,0.9,0.9
TNAP inh hiacc,2,-1,5,-5,-2,0
FLuc stim CS,1,1,1,1.1,1,1
bIAP act,0.9,1,1,1,0.9,1.1
FLuc inh counter,-3,1,0,-9,-5,-3
NF-kB neuron act,1.3,0.79,0.87,1.1,0.96,0.7

[19] S=c1[nH]nc(-c2cccnc2)n1Cc1ccccc1
[20] CCOc1ccc(N(Cc2cc3ccc(C)cc3[nH]c2=O)C(=O)COC)cc1
[21] O=C(CSc1ncn[nH]1)Nc1ccccc1C(=O)O
[22] Cc1noc(N)c1C(=O)Nc1ccc(F)c(Cl)c1
[23] O=C(CSCc1ccccc1Cl)NN=C1CCCCCC1
[24] O=C(Nc1ccc([N+](=O)[O-])cn1)c1cc(-c2cccc(Cl)c2)nc2ccccc12

Screen / compound no.,19,20,21,22,23,24
APP 5'UTR act,4,8,18,-14,-3,-14
PMI act satM6P,0.9,1,1.1,0.9,0.9,1
TNAP inh no acc,14,-9,-7,-6,-11,5
TNAP act hiacc,1,1.1,1,1,1,1
PMI act,0.8,1,1.1,0.9,0.9,1
TNAP inh hiacc,-2,-10,-2,-1,-3,-1
FLuc stim CS,1,1.1,1.1,1,1.1,1
bIAP act,0.9,1,0.9,0.9,0.8,0.9
FLuc inh counter,4,-7,-6,-4,-6,-5
NF-kB neuron act,1.3,0.81,1.1,1.1,1.1,1.1

[25] CCS(=O)(=O)c1ccc2oc(SCC(=O)N3CCCCC3)nc2c1
[26] COc1cc(C2NC(=O)NC(C)=C2C(=O)OCc2ccc(C)cc2)cc(OC)c1O (configuration not stated)
[27] Cc1nnc(N2CCCCC2)c2ccccc12
[28] CS(=O)(=O)c1sc2nc(-c3cccs3)cc(-c3ccccc3)c2c1N
[29] O=C(CSc1nc(-c2ccco2)cc(C(F)(F)F)n1)NN1CCOCC1
[30] COc1ccc(OC)c2c1C(=O)c1ccccc1C2=O

Screen / compound no.,25,26,27,28,29,30
APP 5'UTR act,20,0,-5,1,-16,-1
PMI act satM6P,1.2,0.6,0.9,2.2*,0.9,1.6
TNAP inh no acc,-13,-32,-15,-1,-5,3
TNAP act hiacc,1.1,1,1.1,1,1,1
PMI act,1.2,0.8,1,1.6,0.9,1.3
TNAP inh hiacc,-8,-5,-6,1,-4,2
FLuc stim CS,1,1,1.1,1,1.1,1
bIAP act,1,1,0.9,0.9,1.1,0.8
FLuc inh counter,0,-3,-10,-4,-5,0
NF-kB neuron act,1,1.1,0.95,1,.,1.2

Gathered by group: the compounds so far containing a CF3 group.
[12] OCC1(Cc2cccc(C(F)(F)F)c2)CCN(Cc2cc3ccccc3o2)CC1
[29] O=C(CSc1nc(-c2ccco2)cc(C(F)(F)F)n1)NN1CCOCC1

Screen / compound no.,12,29
APP 5'UTR act,14,-16
PMI act satM6P,0.9,0.9
TNAP inh no acc,1,-5
TNAP act hiacc,1,1
PMI act,0.9,0.9
TNAP inh hiacc,-2,-4
FLuc stim CS,1.1,1.1
bIAP act,0.9,1.1
FLuc inh counter,-6,-5
NF-kB neuron act,1.3,.

(cont.)
[31] COc1ccc(N2C(=O)CCC(C(=O)O)C2c2ccc(OC)c(OC)c2)cc1 (configuration not stated)
[32] COc1cc(C=O)ccc1OCCCOc1ccc([N+](=O)[O-])cc1
[33] Cc1c(C=NCCOCc2ccccc2)cnn1C
[34] Cc1cc(C)c(S(=O)(=O)NCC2CCC(C(=O)NCc3ccccn3)CC2)c(C)c1 (configuration not stated)
[35] CCc1n[nH]c2c1/C(=N/O)CCC2
[36] Cc1c(Br)cc(C(=O)N2CCCC2)c(C)c1C

Screen / compound no.,31,32,33,34,35,36
APP 5'UTR act,10,-15,-1,-8,1,5
PMI act satM6P,1,0.9,1,0.9,0.9,0.9
TNAP inh no acc,-17,-10,-13,2,-6,3
TNAP act hiacc,1,1,1.1,1,1,1
PMI act,1,0.9,1,0.9,0.9,0.9
TNAP inh hiacc,2,-1,-7,1,-4,2
FLuc stim CS,1,1,1.1,1,1,1
bIAP act,0.9,0.8,0.9,1.1,0.9,1.1
FLuc inh counter,-2,-4,-7,-3,-3,-2
NF-kB neuron act,0.94,0.89,1.1,1.1,1,1

[37] O=C(CCCc1ccccc1)NCCCN1CCOCC1
[38] CCc1nnc(NCn2nc(C)cc2C)s1
[39] O=C(Nc1ccc2c(c1)OCO2)Nc1ccc2c(c1)OCO2
[40] CN(C)c1cccc(C(=O)OC(C(=O)Nc2ccc(Cl)cc2C(F)(F)F)c2ccccc2)c1 (configuration not stated)
[41] Cc1c(NC(=O)COc2ncnc3ccccc23)c(=O)n(-c2ccccc2)n1C
[42] O=C(Cn1ccc([N+](=O)[O-])n1)c1ccccc1

Screen / compound no.,37,38,39,40,41,42
APP 5'UTR act,22,0,136*,-7,-12,4
PMI act satM6P,1,0.9,0.8,1.1,1,0.9
TNAP inh no acc,-2,-11,-5,-16,0,-9
TNAP act hiacc,1.1,1.1,1,1,1.1,1.1
PMI act,1.1,0.9,1,0.9,1.1,0.9
TNAP inh hiacc,-8,-7,1,-4,-9,-5
FLuc stim CS,1.1,1,0.6,1,1.1,1.1
bIAP act,1,1,1,1,0.9,0.9
FLuc inh counter,-10,-3,40,-2,-10,-6
NF-kB neuron act,1.1,0.92,2.1,0.76,1.1,1.2

[43] O=C(CNC(=O)c1cccs1)NCC(=O)OCc1ccccc1Cl
[44] O=C(Cc1cccs1)N1CCN(c2cccc(Cl)c2)CC1
[45] CC1(C)C/C(=C(/C#N)C(N)=O)CCO1
[46] Cc1ccc2c(CSc3nnc(N)s3)cc(=O)oc2c1
[47] Oc1c(C=NCc2ccncc2)sc2ccccc12
[48] COc1cc(OC)c(OC)cc1C#N
[49] CS(=O)(=O)N1CCc2cc(C(=O)NC3CC3)ccc21

Screen / compound no.,43,44,45,46,47,48,49
APP 5'UTR act,8,43,3,9,57,3,24
PMI act satM6P,1.1,0.9,1,1.2,1,1,1
TNAP inh no acc,-9,-9,-10,-2,-15,-9,-10
TNAP act hiacc,1,1,1,1,1,1,1.1
PMI act,1,0.9,1,1,0.8,1,0.9
TNAP inh hiacc,-4,-4,-3,0,-4,-1,-6
FLuc stim CS,1,1,1.1,1,0.9,1.1,1
bIAP act,0.9,0.9,0.8,0.9,0.9,1,1
FLuc inh counter,-2,-1,-7,4,6,-6,-3
NF-kB neuron act,1.4,0.88,1.1,2.4,1.1,0.99,1.3
